Compound activity from PubChem.
Sm TGR inh: qHTS Assay for the Inhibitors of Schistosoma Mansoni Peroxiredoxins; Schistosoma mansoni thioredoxin glutathione reductase (TGR), Q962Y6; purified TGR, DTNB reduction, TNB absorbance 405 nm; Potency, µM (top dose mostly 114 µM), for the others: top-dose activity change, negative = inhibition, usual class: inhibitors; 360,000 tested, 3% active; note: potency is the fitted concentration of half-maximal effect; nearly all actives have a fitted effect of over 60% in size
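Kinetic colorimetric format: TGR-catalysed, NADPH-driven DTNB reduction monitored via TNB absorbance. Enzyme dispensed at 20 nM; compound exposure 15 min at room temperature before reaction start.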
AmpC detergent: qHTS Inhibitors of AmpC Beta-Lactamase (assay with detergent) | P00811 | AmpC hydrolysis of nitrocefin, absorbance 480 nm, 0.01% Triton | Potency, µM (top dose mostly 114 µM), for inactives: top-dose activity change, negative = inhibition, usual class: inhibitors | 370,000 tested, 0.041% active | AID 485294, 2010;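 note: potency is the fitted concentration of half-maximal effect; 0% = no-compound wells and -100% = no-enzyme wells; nearly all actives have a fitted effect of over 25% in size; some results filed as inactive show a strong effect at the top dose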
Target sequence (P00811 whole entry, looked up): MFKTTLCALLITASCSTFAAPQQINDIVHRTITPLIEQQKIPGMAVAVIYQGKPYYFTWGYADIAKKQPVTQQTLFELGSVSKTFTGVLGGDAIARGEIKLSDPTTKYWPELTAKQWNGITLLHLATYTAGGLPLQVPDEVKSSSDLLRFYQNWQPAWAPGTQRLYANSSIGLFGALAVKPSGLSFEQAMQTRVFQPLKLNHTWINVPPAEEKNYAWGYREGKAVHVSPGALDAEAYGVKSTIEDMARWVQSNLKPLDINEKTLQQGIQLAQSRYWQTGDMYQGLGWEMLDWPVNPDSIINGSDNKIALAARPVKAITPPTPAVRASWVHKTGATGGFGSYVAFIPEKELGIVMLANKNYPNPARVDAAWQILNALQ
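AmpC (5.3 nM in the dispensed reagent) in 20 mM phosphate pH 7.0 with 0.01% (detergent screen) or 0.0001% Triton X-100 was preincubated with compounds for 15 min at room temperature. Nitrocefin was then added from an 800 uM solution, and hydrolysis was followed at 480 nm.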
AmpC inh no detg: qHTS Inhibitors of AmpC Beta-Lactamase (assay without detergent). Potency, µM (series often up to 57.1 µM), for inactives: at the top dose activity change, negative = inhibition, actives largely listed as inhibitors. 330,000 tested, 0.52% active. AmpC nitrocefin hydrolysis, absorbance 480 nm, 0.0001% Triton. AID 485341, 2010. P00811;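 note: potency is the fitted concentration of half-maximal effect; plate controls were no compound for no effect and no enzyme for full effect; nearly all actives have a fitted effect of over 20% in size; some results filed as inactive show a strong effect at the top dose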
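AmpC (5.3 nM in the dispensed reagent) in 20 mM phosphate pH 7.0 with 0.01% (detergent screen) or 0.0001% Triton X-100 was preincubated with compounds for 15 min at room temperature. Nitrocefin was then added from an 800 uM solution, and hydrolysis was followed at 480 nm.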
HCMV antiviral: qHTS Assay for inhibitors of the human cytomegalovirus (HCMV); activity change, negative = inhibition, % at 57.5 µM; 410,000 tested, 4.5% active; HFF cells, HCMV-luciferase reporter, 72 h; stronger effect = lower value; in the data active = activity change below about -60%; inconclusive = no clear call, values can overlap the other calls; inactive = above about -39%
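Cell-based, HFFs, 1000 cells/well, 16 h 37C; cpds in DMSO + HCMV-luc, MOI 1 PFU/cell; 72 h 37C; OneGlo luminescence after 5 min RT; norm. to buffer vs Salinomycin 10uM.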
AMA1 RON2 block: qHTS for Inhibitors of AMA1-RON; Towards Development of Antimalarial Drug Lead: Primary Screen; AlphaScreen AMA1-biotinylated RON2 peptide binding; Potency, µM (series often up to 58.2 µM), without a hit: top-dose activity change, negative = inhibition, most hits filed as inhibitors; 360,000 tested, 0.2% active; AID 720542, 2013;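 note: potency is the fitted concentration of half-maximal effect; 0% = vehicle wells and -100% = peptide control; nearly all actives have a fitted effect of over 45% in size; some results filed as inactive show a strong effect at the top dose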
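AMA1 (3D7) with his tag at 25 nM final met compounds first, then biotinylated RON2 peptide at 25 nM; detection used donor plus acceptor beads, 10 µg/mL apiece, read by AlphaScreen after 30 min at room temperature.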
Giardia FBPA inh: qHTS Assay for Inhibitors of Fructose-1,6-bisphosphate Aldolase from Giardia Lamblia. A8B2U2. Potency, µM (highest dose often 59.6 µM), for inactives: top-dose activity, negative = inhibition, actives largely listed as inhibitors. 290,000 tested, 0.71% active. purified Giardia FBPA; note: potency is the fitted concentration of half-maximal effect; nearly all actives have a fitted effect of over 55% in size
Target sequence (A8B2U2 whole entry, looked up): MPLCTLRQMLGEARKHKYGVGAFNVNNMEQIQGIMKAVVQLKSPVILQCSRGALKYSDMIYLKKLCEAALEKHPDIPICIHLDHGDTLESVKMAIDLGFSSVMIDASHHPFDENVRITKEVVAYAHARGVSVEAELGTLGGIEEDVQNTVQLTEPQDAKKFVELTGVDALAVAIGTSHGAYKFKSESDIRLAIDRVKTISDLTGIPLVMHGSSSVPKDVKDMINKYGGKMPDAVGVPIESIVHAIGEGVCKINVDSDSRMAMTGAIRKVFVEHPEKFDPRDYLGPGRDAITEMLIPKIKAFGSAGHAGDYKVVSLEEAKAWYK
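40 nM FBPA preincubated 10 min at RT with compound (up to 57.5 uM final), then substrate plus GAPDH/TPI/NAD/arsenate coupling and diaphorase/resazurin added. Fluorescence read after 20 min at RT, 525/598 nm.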
Starred values were filed as active, the others as inactive; ? = inconclusive; . = not tested or not shown; & = joins results of further samples; [ ] = remark or other dose. Unless noted, calls come from the whole dose curve; as a rule, active = well fitted curve in the direction sought with a large enough effect; inconclusive = small, poorly fitted or top-dose-only effect, or another doubt; inactive = no such curve, though single readings can be large; an effect the other way counts as inactive or inconclusive. Unless noted, % is set by controls: 0 for no effect and ±100 for the full control effect.

SMILES | Sm TGR inh | AmpC detergent | AmpC inh no detg | HCMV antiviral | AMA1 RON2 block | Giardia FBPA inh
C[C@@H]1CN([C@@H](C)CO)C(=O)c2cccc(NS(=O)(=O)c3ccc(F)cc3)c2O[C@H]1CN(C)C(=O)NC1CCCCC1 | . | . | 185%[activator] | -14 | 6% | .
CCOC(=O)c1[nH]c(C)c(C(=O)N(CC)CC)c1C | 0% | -8% | -16% | 12 | -4% | 0%
CCOC(=O)C1=C(COC(=O)CNC(=O)c2cccc(C)c2)NC(=O)NC1C (centres undefined) | -1% | ? | ? | -29 | -13% | .
O=C(COC(=O)C1CCN(S(=O)(=O)c2cccs2)CC1)Nc1ccccc1 | -14% | -10% | -16% | -40 | -5% | 4%
Cc1cc(NC(=O)NCc2ccc3c(c2)CCN3C(=O)c2ccccc2)ccc1Br | -14% | 1% | . | -19 | . | .
Cc1cc(C#N)c2ccccc2n1 | 3% | 6% | -23% | 16 | 0% | 27%
O=C(NCCCN1CCOCC1)c1cccc(S(=O)(=O)N2CCc3ccccc3C2)c1 | 3% | 9% | 170%[activator] | 71 | 0% | 7%
CCN(CC)C(=O)COC(=O)c1ccc(C)c(NC(=O)c2ccco2)c1 | ? | 0% | -2% | -23 | -2% | 1%
COc1c(Cl)cc(-c2noc(C)c2C(=O)NCc2ccc3c(c2)OCO3)cc1Cl | -5% | ? | -7% | 20 | 6% | 2%
Cc1ccc(C(=O)CCC(=O)Nc2ccccc2F)cc1 | -10% | ? | -10% | 22 | -5% | 3%
COc1cccc(/C=N/n2c(-c3ccco3)nc3ccccc3c2=O)c1 | -22% | -13% | 24% | -64* | 1% | 1%
COc1ccc(C2C(C(=O)c3ccccc3)N3c4ccccc4C=CC3C2[N+](=O)[O-])cc1 (centres undefined) | 40µM* | 5% | -29% | 15 | 3% | -14%
Cc1ccc(C)c(N2CCN(C(=O)c3cccn4c(=O)c5sccc5nc34)CC2)c1 | 6% | 4% | 104%[activator] | 12 | -2% | -5%
CCN1C/C(=C/c2ccc(OC)c(O)c2)C(=O)/C(=C/c2ccc(OC)c(O)c2)C1 | -1% | -11% | -11% | -103* | -1% | -12%
COc1cccc(N(C(=O)c2ccco2)C(C(=O)NC2CCCC2)c2cccnc2)c1 (centres undefined) | -5% | -8% | 26% | ? | -1% | 14%
Cc1cc(C)c(C)c(S(=O)(=O)N2CCN(C(=O)c3ccncc3)CC2)c1C | -2% | 3% | -2% | -24 | -8% | .
Cc1ccc(NC(=O)CN(C)C(=O)c2cccc(S(=O)(=O)NCc3ccccc3)c2)cc1 | 1% | ? | 10% | -32 | 18% | .
COc1cccc(-c2c(C(=O)N/N=C/c3ccco3)nnn2-c2nonc2N)c1 | -4% | 1% | -25% | -13 | 101%[activator] | 3%
CN(C)C(Cc1ccc(C#N)cc1)C(=O)c1ccccc1 (centres undefined) | -3% | -9% | -36% | -29 | 10% | 0%
CCOc1ccccc1NC(=O)Cn1c(=O)n(-c2ccc(F)cc2)c(=O)c2c3c(sc21)CN(C(C)=O)CC3 | 2% | 23% | . | 12 | . | .
Cc1nnc(Sc2nc3c(c(=O)[nH]c(=O)n3C)n2CCCc2ccccc2)s1 | 3% | -9% | -38% | . | . | -1%
Cc1ccc(-c2nn(CCC(N)=O)c(=O)c3ccccc23)cc1 | 3%&-8% | 1%&18% | 2% | -8 | 1% | 7%
CCNC(=O)CN(Cc1ccccc1)S(=O)(=O)c1ccccc1 | -25% | 2% | -9% | ? | -4% | 0%
CN(C)S(=O)(=O)c1ccc(C(=O)NCC2CC2(Cl)Cl)cc1 (centres undefined) | 2% | 1% | -8% | 21 | -5% | -11%
CC(C)(C)N(Cc1ccccc1)C(=O)COC(=O)[C@@H]1CCCN1C(=O)c1cccs1 | 2% | 0% | 72%[activator] | 1 | 2% | .
CCc1ccc(NC(=O)c2n[nH]c(=O)c3ccccc23)cc1 | 16% | 6% | -5% | 92 | 11% | 7%
COc1ccc(CNC(=O)C2CSCCS2)cc1 (centres undefined) | 2% | -1% | -13% | 81 | -1% | 2%
O=C(NCC(=O)N1CC(O)CC1C(=O)N1CC(O)CC1C(=O)OCc1ccccc1)OCc1ccccc1 (centres undefined) | -1% | -1% | 20% | -34 | 4% | 9%
Cc1ccc(C2Nc3ccccc3C(=O)N2CCCN2CCOCC2)cc1 (centres undefined) | -3% | 6% | 28% | 25 | -4% | 4%
O=C(COC(=O)/C=C/c1ccccc1[N+](=O)[O-])NCC(F)(F)F | -7% | ? | -2% | 118 | -4% | 0%
Cc1ccnc(NC(=O)c2cc(-n3cnnc3)ccc2Cl)c1 | -27% | ? | -5% | 24 | -2% | 3%
O=C(c1cncc(Br)c1)N1CCN(S(=O)(=O)c2ccc3ccccc3c2)CC1 | . | . | 31% | 10 | -6% | .
CC(=O)Nc1ccc(NC(=O)CN(c2cc(Cl)ccc2Cl)S(C)(=O)=O)cc1 | 1% | ? | 0%[2.29 µM] | 36 | -5% | 4%
OC(COCc1ccc2c(c1)OCO2)CN1CCCCC1 (centres undefined) | 0% | -5% | -24% | -33 | 7% | -3%
O=c1[nH]cc(COCC(F)CCl)c(=O)[nH]1 (centres undefined) | 18% | -8% | -5% | -33 | 8% | -1%
CCC(c1nnnn1CCc1ccccc1)N1CCN(C(=O)c2ccco2)CC1 (centres undefined) | -15% | -5% | 3% | -16 | 17% | 11%
O=C1N(c2ccccc2C(F)(F)F)O[C@]1(c1ccccc1)C1CCCCC1 | -1% | 7% | -11% | 7 | 51%[activator] | .
O=[N+]([O-])c1ccc(NCCCO)c(S(=O)(=O)N2CCOCC2)c1 | -16% | 2% | -14% | 18 | -2% | 0%
Cc1cc(N2CCCC2)nc2ccc(NC(=S)NC(C)C)cc12 | 13µM* | 7% | -14% | ? | 5% | -24%
CCOC(=O)c1c(C)[nH]c(C2=NNC(=NC3CC3)SC2)c1C | 9% | 2% | -11%[11.4 µM] | . | 88%[activator] | -8%
Cc1ccc(C(=O)OCC(=O)Nc2ccc3[nH]c(=O)[nH]c3c2)cc1[N+](=O)[O-] | 6% | -11% | -31% | -27 | -6% | 6%
CCCn1c(SC(C)C(=O)NCC2CCCO2)nc2sc3c(c2c1=O)CCC3 (centres undefined) | -4% | -11% | 80%[activator] | -36 | 5% | .
CCOc1ccc(NC(=O)Cn2nc3c(cc2=O)CC(C)CC3)cc1 (centres undefined) | 6% | 1% | . | -12 | . | .
CN1CCN(C(CNC(=O)c2ccccc2F)c2ccc3c(c2)OCO3)CC1 (centres undefined) | -3% | 1% | . | 13 | . | .
CN(Cc1ccccc1)C(=O)COc1cccnc1[N+](=O)[O-] | 19% | ? | 6% | -17 | -9% | 7%
COc1ccc(OCC(=O)NNC(=S)NC(=O)c2ccc([N+](=O)[O-])cc2)cc1 | 35% | -3% | -20% | -10 | 93%[activator] | ?
CCOC(=O)C1CCCN(c2c(N3CCN(c4cccc(Cl)c4)CC3)c(=O)c2=O)C1 (centres undefined) | 14% | -8% | -4% | -7 | -4% | 1%
COc1cc(C2N=C(N)Nc3nc4ccccc4n32)ccc1OCCC(C)C (centres undefined) | 2% | -1% | . | -8 | . | .
CCOC(=O)c1cnc2cc(-c3ccc(C(C)(C)C)cc3)nn2c1N | 10% | 6% | -18% | 9 | 39%[activator] | 3%
O=C(CSc1nc2ccccc2c(=O)n1-c1ccccc1)N1CCC1 | 1% | -15% | -2% | -27 | -3% | 2%

Further records follow:
SMILES | Sm TGR inh | AmpC detergent | AmpC inh no detg | HCMV antiviral | AMA1 RON2 block | Giardia FBPA inh
Cc1nn(Cc2ccc(Cl)cc2Cl)c(Cl)c1C(=O)NC1CCCc2ccccc21 (centres undefined) | -3% | 9% | -21% | 26 | 7% | -2%
COc1ccc(OC)c(-c2nn(-c3ccccc3)cc2C(=O)NCC(c2ccco2)N2CCCC2)c1 (centres undefined) | 0% | 4% | 103%[activator] | -33 | -6% | .
Cc1ccc(CNC(=O)COC(=O)[C@@H]2CC(O)CN2S(=O)(=O)c2ccc3c(c2)OCCO3)cc1 (some centres undefined) | 3% | -9% | 113%[activator] | -23 | 2% | 2%
CC1(C)CC(=O)C(C(=S)Nc2ccccc2)=C(NCCN2CCOCC2)C1 | 37%[activator] | -16% | -12% | 59 | 1% | .
OCc1nc2ccccc2n1CCc1ccccc1 | -6% | 3% | -1% | 8 | 13% | 4%
CCCCc1nnc(NC(=O)CS(=O)(=O)Cc2ccccc2)s1 | -3% | 1% | -18% | 33 | 12% | 7%
Cc1c(C(=O)Nc2ccccn2)oc2ccccc12 | 6% | ? | -17% | 128 | -5% | -8%
c1ccc(-n2ccnc2)cc1 | -10% | ? | -14% | 3 | -13% | -23%
CC(C)(C)c1ccc(/C=C/C(=O)N2CCCCC2)cc1 | -8% | -2% | 23% | 59 | -8% | -1%
Cc1ccccc1S(=O)(=O)c1c(C)cc(C)n(C(C)C)c1=O | 10% | -2% | -2% | 56 | 0% | -14%

By substructure: the compounds so far with fluorine.
SMILES | Sm TGR inh | AmpC detergent | AmpC inh no detg | HCMV antiviral | AMA1 RON2 block | Giardia FBPA inh
C[C@@H]1CN([C@@H](C)CO)C(=O)c2cccc(NS(=O)(=O)c3ccc(F)cc3)c2O[C@H]1CN(C)C(=O)NC1CCCCC1 | . | . | 185%[activator] | -14 | 6% | .
Cc1ccc(C(=O)CCC(=O)Nc2ccccc2F)cc1 | -10% | ? | -10% | 22 | -5% | 3%
CCOc1ccccc1NC(=O)Cn1c(=O)n(-c2ccc(F)cc2)c(=O)c2c3c(sc21)CN(C(C)=O)CC3 | 2% | 23% | . | 12 | . | .
O=C(COC(=O)/C=C/c1ccccc1[N+](=O)[O-])NCC(F)(F)F | -7% | ? | -2% | 118 | -4% | 0%
O=c1[nH]cc(COCC(F)CCl)c(=O)[nH]1 (centres undefined) | 18% | -8% | -5% | -33 | 8% | -1%
O=C1N(c2ccccc2C(F)(F)F)O[C@]1(c1ccccc1)C1CCCCC1 | -1% | 7% | -11% | 7 | 51%[activator] | .
CN1CCN(C(CNC(=O)c2ccccc2F)c2ccc3c(c2)OCO3)CC1 (centres undefined) | -3% | 1% | . | 13 | . | .

(next part)
SMILES | Sm TGR inh | AmpC detergent | AmpC inh no detg | HCMV antiviral | AMA1 RON2 block | Giardia FBPA inh
COc1cccc(/C=C/C(=O)NNC(=O)CCN2CCN(Cc3ccccc3)CC2)c1 | 2% | 6% | 28% | 0 | 107%[activator] | 3%
Cc1cccc(-c2cc(N)n(-c3ccccc3)n2)c1 | -7% | 4% | -40% | 153 | -20% | -1%
CCOC(=O)N1CCN(Cc2ccc(OCC(O)CN3CCCCC3)cc2)CC1 (centres undefined) | -1% | ? | -5% | -11 | -2% | 6%
COc1ccc(NC(=O)c2nnn(Cc3ccc(SC)cc3)c2N)c(OC)c1 | -22% | -9% | -23% | -1 | -1% | 5%
